Screens: PubChem BioAssay, National Center for Advancing Translational Sciences (NCATS)
HCV inhibitor: qHTS Assay for Inhibitors of Hepatitis C Virus (HCV); Huh7.5.1 HCVcc-Cre infection, luciferase reporter, 44 h; Potency, µM (highest dose often 41.8 µM), for inactives: at the highest dose activity change, negative = inhibition, usual class: inhibitors; actives 3.4% (n = 340,000); AID 651820, 2012; also: potency is read from the fitted curve at half-maximal effect; % is scaled to controls: 0 for no effect and ±100 for the full control effect
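Infectious HCV cell culture screen: compound-treated cells (1,000/well, pre-plated 4 h) are infected with HCVcc-Cre at roughly 0.5 moi and grown 44 h. Infection is quantified by luciferase signal after 15 min substrate incubation at room temperature.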
CHX counter: Cycloheximide Counterscreen for Small Molecule Inhibitors of Shiga Toxin. cell reporter, cycloheximide protein synthesis inhibition counterscreen. max response, %. actives 12% (n = 300,000). AID 2314, 2010; in the data active = max response mostly above about 13%, no sharp cut-off; inactive = mostly below about 14%; also: read at 38.3 µM for the half of the compounds with a filed dose; 0% is about no effect
Shiga inhibitor: A qHTS for Small Molecule Inhibitors of Shiga Toxin; Vero cells, Shiga toxin protein synthesis inhibition reporter; inhibition, % at 38.7 µM; actives 9.2% (n = 290,000); AID 2315, 2010; in the data active = inhibition mostly above about 28%, no sharp cut-off; inactive = mostly below about 43%; also: 0% is about no effect
Pf growth 96h: Primary qHTS for delayed death inhibitors of the malarial parasite plastid, 96 hour incubation; P. falciparum luciferase reporter growth, 96 h; Potency, µM (top dose mostly 28.7 µM), for the others: at the top dose activity change, negative = inhibition, actives largely listed as inhibitors; actives 6.9% (n = 320,000); AID 504834, 2011; also: potency is read from the fitted curve at half-maximal effect; % is scaled to controls: 0 for no effect and ±100 for the full control effect
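Delayed-death screen, second-generation endpoint: infected erythrocytes, 2% hematocrit, 0.05% parasitemia final; 96 hours at 37 C, 5% CO2; luciferase detection reagent; luminescence decrease equals reduced growth.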
Giardia FBPA inh: qHTS Assay for Inhibitors of Fructose-1,6-bisphosphate Aldolase from Giardia Lamblia. AID 2451, 2010. Potency, µM (titrated, usually from 59.6 µM), for inactives: at the top dose activity, negative = inhibition, most hits filed as inhibitors. actives 0.71% (n = 290,000). purified Giardia FBPA; also: potency is read from the fitted curve at half-maximal effect; % is scaled to controls: 0 for no effect and ±100 for the full control effect; nearly all actives have a fitted effect of over 55% in size
Target sequence (A8B2U2 whole entry, looked up): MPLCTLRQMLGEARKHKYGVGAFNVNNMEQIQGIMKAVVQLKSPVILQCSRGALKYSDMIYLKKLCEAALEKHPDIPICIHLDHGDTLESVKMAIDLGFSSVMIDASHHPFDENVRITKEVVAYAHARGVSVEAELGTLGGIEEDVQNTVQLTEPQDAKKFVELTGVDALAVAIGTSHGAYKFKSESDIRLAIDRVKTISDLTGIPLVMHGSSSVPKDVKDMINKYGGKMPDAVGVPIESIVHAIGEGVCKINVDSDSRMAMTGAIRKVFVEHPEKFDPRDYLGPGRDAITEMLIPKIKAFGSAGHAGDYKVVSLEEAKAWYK
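40 nM FBPA preincubated 10 min at RT with compound (up to 57.5 uM final), then substrate plus GAPDH/TPI/NAD/arsenate coupling and diaphorase/resazurin added. Fluorescence read after 20 min at RT, 525/598 nm.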
Pf growth 48h: Primary qHTS for delayed death inhibitors of the malarial parasite plastid, 48 hour incubation; P. falciparum luciferase growth in erythrocytes, 48 h; actives 5.9% (n = 310,000); Potency, µM (titrated, usually from 28.7 µM), inactives show top-dose activity change, negative = inhibition, usual class: inhibitors; AID 504832, 2011; also: potency is read from the fitted curve at half-maximal effect; % is scaled to controls: 0 for no effect and ±100 for the full control effect
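Read-out is firefly luciferase luminescence from an integrated reporter in P. falciparum, so falling signal marks reduced parasite growth. Infected erythrocytes were at 2% hematocrit and 0.1% parasitemia (final) in Albumax-supplemented RPMI 1640.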
* hit, by the source's call; ? = inconclusive; / = no result given; & = joins results of further samples; [ ] = dose if it differs, or a comment. Unless noted, calls follow the shape of the dose curve; as a rule, active = well fitted curve in the direction sought with a large enough effect; inconclusive = small, poorly fitted or top-dose-only effect, or another doubt; inactive = no such curve, though single readings can be large; an effect the other way counts as inactive or inconclusive. The order is random. About 24% of those tested had a hit in this group.

(1) CC(NC(=O)Cn1cc(Br)c([N+](=O)[O-])n1)c1ccccc1 (stereo not drawn)
(2) Cc1cc(C)c2c(=O)[nH]n(C(C)C)c2n1
(3) O=C(c1cccc(F)c1)N1CCN(c2cc(N3CCCCC3)c(F)cc2[N+](=O)[O-])CC1
(4) CCOC(=O)C(Cc1ccc(Cl)cc1Cl)c1ccno1 (stereo not drawn)
(5) CCC(C)(C)NCC(=O)Nc1ccc(OC(F)(F)F)cc1
(6) Cc1ccc(C2c3c(oc4ccccc4c3=O)C(=O)N2c2nncs2)cc1 (stereo not drawn)
(7) COc1cc(/C=N/Nc2ccccc2)ccc1O
(8) Cc1onc(-c2c(Cl)cccc2Cl)c1C(=O)N1CCCc2ccccc21
entry no.	1	2	3	4	5	6	7	8
HCV inhibitor	13%	-12%	3%	-2%	?	19%	-11%	-11%
CHX counter	-2	-2	7	-4	15*	-2	16	15
Shiga inhibitor	/	-13	-11	-3	35	11	28	21
Pf growth 96h	?	13%	?	-1%	3%	4%	10µM*	?
Giardia FBPA inh	-6%	-17%	-1%	-5%	9%	-1%	-23%	-19%
Pf growth 48h	?	-6%	?	-16%	/	3%	?	/

(9) S=c1[nH]nc(COc2ccc(Cl)cc2)n1-c1ccccc1
(10) CCc1ccc(/C=C2\SC(N3CCOCC3)=NC2=O)cc1
(11) CCSC1=NCCN1C(=O)Cc1ccc(-c2ccccc2)cc1
(12) COc1ccc(C(=O)Nc2cc(OCc3ccccc3)c(Cl)cc2Cl)cc1
(13) CC(=O)NC(C(=O)c1ccccc1)N1CCCCC1 (stereo not drawn)
(14) CCn1c(SCC(=O)Nc2nc(C)c(C)s2)nnc1-c1cccs1
(15) CCC1=NC(c2ccccc2OC)N(O)C1(C)C (stereo not drawn)
(16) CC(=O)c1cc(C#N)c(N2CC(C)OC(C)C2)nc1C (stereo not drawn)
entry no.	9	10	11	12	13	14	15	16
HCV inhibitor	11%	-26%	-22%	0%	3%	8%	0%	-3%
CHX counter	-4	17	8	1	9	-1	-3	-2
Shiga inhibitor	/	43	-6	5	/	-2	-10	-8
Pf growth 96h	4%	?	6%	61%[activator]	?	?	9%	23%
Giardia FBPA inh	16%	4%	-2%	0%	16%	-7%	1%	2%
Pf growth 48h	-16%	?	?	53%[activator]	?	-14%	10%	3%

(17) Cc1ccc(NC(=O)C(C)NS(=O)(=O)c2ccc(F)cc2)cc1C (stereo not drawn)
(18) CCC1=Nc2ccc(Br)cc2C(c2ccccc2)N1CC(=O)OC (stereo not drawn)
(19) COc1ccc(/C=C2\CCC/C(=C\C=N\N(C)C)C2=O)cc1
(20) COc1cc(C=C2C(=O)c3ccccc3C2=O)cc(OC)c1
(21) COC(=O)CCC(=O)OC1(C)C(=O)C2=CN(CC3CC3)C(c3ccc(OC)cc3)=CC2=C(Br)C1=O (stereo not drawn)
(22) Cn1c(SCc2ccc(C#N)cc2)nnc1-c1ccccc1
(23) N/C(CCN1CCCCC1)=N/O
(24) COC(=O)c1cc(Br)c(=O)n(-c2cc(C)on2)c1
entry no.	17	18	19	20	21	22	23	24
HCV inhibitor	3%	-10%	?	7%	-21%	16%	10%	23%
CHX counter	-4	-2	28*	15	-4	-1	-4	-6
Shiga inhibitor	-8	-12	41	15	-9	-3	-10	-5
Pf growth 96h	0%	-5%	?	53%[activator]	?	?	?	-19%
Giardia FBPA inh	-6%	0%	0%	7%	?	13%	0%	2%
Pf growth 48h	-14%	-13%	-9%	?	13µM*	-12%	8%	5%

Whole records from above. Screens in order: HCV inhibitor | CHX counter | Shiga inhibitor | Pf growth 96h | Giardia FBPA inh | Pf growth 48h
COC(=O)CCC(=O)OC1(C)C(=O)C2=CN(CC3CC3)C(c3ccc(OC)cc3)=CC2=C(Br)C1=O (stereo not drawn) is listed with -21% | -4 | -9 | ? | ? | 13µM*
CC(=O)NC(C(=O)c1ccccc1)N1CCCCC1 (stereo not drawn) is listed with 3% | 9 | / | ? | 16% | ?
CCC1=NC(c2ccccc2OC)N(O)C1(C)C (stereo not drawn) is listed with 0% | -3 | -10 | 9% | 1% | 10%

Next section.
(25) CCN1/C(=C\C=C2\C(=O)N(c3ccccc3)C(=S)N2C)Sc2ccccc21
(26) COC(C(=O)NCc1ccccc1C)c1ccccc1 (stereo not drawn)
(27) Cc1ccsc1C(=O)NCCc1nnc2ccccn12
(28) Cc1cc(C)c(O)c(C2(O)C(=O)c3ccccc3C2=O)c1
(29) COC(=O)c1cc(-c2ccc(OC)cc2F)nc2nc(SC)[nH]c(=O)c12
(30) Cn1nccc1C(=O)N1CCN(c2ccc(F)cc2)CC1
(31) CC(=O)Nc1ccccc1C(=O)N1CC2(C)CC1CC(C)(C)C2 (stereo not drawn)
(32) CCOC(=O)c1cnc2nc(C(F)(F)F)[nH]n2c1=O
entry no.	25	26	27	28	29	30	31	32
HCV inhibitor	-16%	17%	?	-10%	25%	-3%	11%	9%
CHX counter	-2	-2	31*	-1	-3	0	-3	-3
Shiga inhibitor	-11	-3	72*	13	-4	19	-3	-12
Pf growth 96h	77%[5.75 µM]	20%	94%[activator]	?	-9%	14%	8%	/
Giardia FBPA inh	-18%	5%	3%	0%	-16%	0%	0%	14%
Pf growth 48h	-4%	24%	132%[activator]	?	?	15%	2%	8%

(33) CCOc1ccc(/C=C/C(=O)N(CC)CC(=O)Nc2ccc3c(c2)OCCO3)cc1OCC
(34) O=C(CS(=O)Cc1ccccc1Cl)Nc1ccccc1Cl (stereo not drawn)
(35) COc1cccc(CN(C)C(=O)CCN=C2NS(=O)(=O)c3ccccc32)c1OC
(36) OC[C@H]1OC(O)C[C@@H](O)[C@@H]1O (stereo partly drawn)
(37) CC(C)OC(=O)NS(=O)(=O)c1cccc([N+](=O)[O-])c1
(38) CNC(=O)c1ccc(Oc2ccc(C(=O)NC)cc2)cc1
(39) O=C(Nc1nnc(COc2ccccc2)s1)Nc1ccccc1F
(40) CCOC(=O)CCCNC(=O)CSc1nnc(-c2ccccc2)c(-c2ccccc2)n1
entry no.	33	34	35	36	37	38	39	40
HCV inhibitor	/	-8%	-20%	-1%	22%	18%	-6%	-23%
CHX counter	-2	-3	/	/	-3	7	-3	-1
Shiga inhibitor	-10	-10	/	/	-19	-10	19	-12
Pf growth 96h	?	38%[activator]	?	5%	41%[activator]	18%	14%	?
Giardia FBPA inh	/	3%	/	/	3%	1%	1%	7%
Pf growth 48h	11%	2%	-23%	-10%	-21%	14%	15%	-1%

(41) CCn1c(C)nc2cc(S(=O)(=O)C(F)(F)C(F)C(F)(F)F)ccc21 (stereo not drawn)
(42) CN(C)C(=O)c1ccc(NC(=O)c2cccc(S(=O)(=O)N3CCCc4ccccc43)c2)cc1
(43) CS(=O)(=O)c1ccc(C(=O)OCc2nnc(-c3ccccc3)o2)cc1[N+](=O)[O-]
(44) Cc1ccc(NC(=O)CN2C(=O)C(C)Oc3ccccc32)nc1 (stereo not drawn)
(45) Cc1c(NC(=O)CN2CCN(c3cccc(Cl)c3)CC2)c(=O)n(-c2ccccc2)n1C
(46) S=c1[nH]nc(-c2ccco2)n1/N=C/c1ccccc1
(47) CCN1CC(CNCc2cn(-c3ccc(OC)cc3)nc2-c2ccccc2Cl)CC1=O (stereo not drawn)
(48) C=CCNC(=O)C(=O)NCC1CCCN1CC (stereo not drawn)
entry no.	41	42	43	44	45	46	47	48
HCV inhibitor	?	?	?	8%	8%	7%	-24%	15%
CHX counter	29	/	25*	-1	-3	-1	2	-2
Shiga inhibitor	14	/	21	1	-10	19	14	-18
Pf growth 96h	/	9.3µM*	2%	/	?	52%[activator]	-5%	?
Giardia FBPA inh	6%	/	-1%	1%	6%	-11%	0%	-4%
Pf growth 48h	-10%	5.2µM*	0%	1%	15%	46%[activator]	-8%	38%

(49) N/C(=N\OC(=O)Cc1cccs1)c1ccc(Cl)cc1
(50) N#Cc1c(-c2ccccc2)c(-c2ccccc2)nn(CC(=O)NNC(=O)Nc2ccccc2)c1=O
(51) CC1CCCCC1NC(=O)CCNC(=O)N1CC(=O)Nc2ccccc21 (stereo not drawn)
(52) Cc1cc(NCCCn2ccnc2)n2ncc(-c3ccccc3)c2n1
(53) Cc1ccc(CN(Cc2ccccn2)C(=O)Nc2c(F)cccc2F)cc1
(54) CC(C)Oc1ccc(S(=O)(=O)N2CCOCC2)cc1NC(=O)C1CCCCC1
(55) CC1(C)Cc2c(C#N)c(NCCN3CCOCC3)nc(-c3ccccc3)c2CO1
(56) COc1cccc2cc(-c3csc(CCn4nc(C)cc4C)n3)c(=O)oc12
entry no.	49	50	51	52	53	54	55	56
HCV inhibitor	8%	?	12%	-22%	-6%	-4%	-30%	?
CHX counter	31*	7	2	9	-3	/	-2	10
Shiga inhibitor	41*	-8	-5	18	5	/	-20	29
Pf growth 96h	53%[activator]	?	14%	-99%	1%	?	-17%	?
Giardia FBPA inh	-1%	14%	14%	4%	10%	/	5%	-4%
Pf growth 48h	37%[activator]	?	17%	-67%	10%	?	-19%	?

3 compounds already listed, ordered by formula weight, falling:
(56) COc1cccc2cc(-c3csc(CCn4nc(C)cc4C)n3)c(=O)oc12
(53) Cc1ccc(CN(Cc2ccccn2)C(=O)Nc2c(F)cccc2F)cc1
(49) N/C(=N\OC(=O)Cc1cccs1)c1ccc(Cl)cc1
entry no.	56	53	49
HCV inhibitor	?	-6%	8%
CHX counter	10	-3	31*
Shiga inhibitor	29	5	41*
Pf growth 96h	?	1%	53%[activator]
Giardia FBPA inh	-4%	10%	-1%
Pf growth 48h	?	10%	37%[activator]

Continuation:
(57) COc1ccc(-n2c(CCC(=O)O)ccc2-c2ccc(F)cc2)c(OC)c1
(58) NS(=O)(=O)c1ccc(NC(=O)CSc2nnc(Cc3cccs3)n2-c2ccccc2)cc1
(59) Cc1ccc(NC(=O)CN(C)Cc2cc(=O)n3ccsc3n2)cc1
(60) COc1ccc(NC(=O)/C=C/c2ccccc2)c([N+](=O)[O-])c1
(61) CC(C)CCn1c(O)c(N=NC(=O)c2ccco2)c2ccccc21
(62) COc1ccc(OCc2cn3c(C)cc(C)nc3n2)cc1
(63) COc1cc(SC)ccc1C(=O)N1CC(C)OC(C)C1 (stereo not drawn)
(64) CCN(CC)N=Nc1ccc(S(=O)(=O)Nc2c(C)n(C)n(-c3ccccc3)c2=O)cc1
entry no.	57	58	59	60	61	62	63	64
HCV inhibitor	12%	18%&5%	8%	-9%	?	-3%	4%	6%
CHX counter	10	-3	-2	65*	22	17	-1	-2
Shiga inhibitor	20	7	-3	126*	24*	48*	12	0
Pf growth 96h	33%[activator]	/	11%	?	?	18%	-3%	-10%
Giardia FBPA inh	-8%	19%	1%	11%	0%	-14%	-2%	10%
Pf growth 48h	19%	-20%	1%	76%[activator]	?	37%[activator]	1.7µM*	39%[activator]

Of the compounds above, three contain two or more sulfur atoms:
(14) CCn1c(SCC(=O)Nc2nc(C)c(C)s2)nnc1-c1cccs1
(25) CCN1/C(=C\C=C2\C(=O)N(c3ccccc3)C(=S)N2C)Sc2ccccc21
(58) NS(=O)(=O)c1ccc(NC(=O)CSc2nnc(Cc3cccs3)n2-c2ccccc2)cc1
entry no.	14	25	58
HCV inhibitor	8%	-16%	18%&5%
CHX counter	-1	-2	-3
Shiga inhibitor	-2	-11	7
Pf growth 96h	?	77%[5.75 µM]	/
Giardia FBPA inh	-7%	-18%	19%
Pf growth 48h	-14%	-4%	-20%
